Bioassay records: PubChem, National Center for Advancing Translational Sciences (NCATS)
PKM2 act = activators of human pyruvate kinase M2; purified PKM2, Kinase-Glo ATP luminescence, activation; response scale: 0% is enzyme alone, no compound; 260,000 tested, 0.34% active; Potency, µM (series often up to 57.5 µM), without a hit: at the highest dose activation, hits mostly activators; AID 1631; note: potency is the fitted concentration of half-maximal effect; nearly all actives have a fitted effect of over 55% in size
Target sequence (P14618 whole entry, looked up): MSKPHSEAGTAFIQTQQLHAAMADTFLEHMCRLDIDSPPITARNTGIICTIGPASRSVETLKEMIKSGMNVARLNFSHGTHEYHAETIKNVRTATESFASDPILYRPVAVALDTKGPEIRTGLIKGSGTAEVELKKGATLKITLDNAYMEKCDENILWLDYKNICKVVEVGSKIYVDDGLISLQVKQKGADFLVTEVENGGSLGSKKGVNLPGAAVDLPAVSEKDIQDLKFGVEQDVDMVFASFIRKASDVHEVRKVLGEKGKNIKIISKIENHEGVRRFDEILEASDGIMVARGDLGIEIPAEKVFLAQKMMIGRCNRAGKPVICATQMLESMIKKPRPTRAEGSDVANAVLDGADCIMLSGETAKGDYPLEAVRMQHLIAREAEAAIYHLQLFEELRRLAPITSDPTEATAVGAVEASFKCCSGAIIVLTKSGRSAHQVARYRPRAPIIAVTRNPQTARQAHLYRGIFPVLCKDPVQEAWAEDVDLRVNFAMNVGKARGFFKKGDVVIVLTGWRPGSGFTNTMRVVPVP
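ATP formation by purified human PK-M2, quantified via coupled luciferase luminescence after 1 h at room temperature with 0.1 mM ADP and 0.5 mM PEP final.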
GALK inhibitor = galactokinase (human) inhibition; P51570; Purified GALK, Kinase-Glo residual ATP luminescence; Potency, µM (titrated, usually from 57.5 µM), inactives show top-dose activity change, negative = inhibition, usual class: inhibitors; 270,000 tested, 0.007% active; note: potency is the fitted concentration of half-maximal effect
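GALK at 5 nM final was combined with compound, 35 uM ATP and 100 uM galactose in HEPES pH8.0 with MgCl2 and DTT. The reaction ran one hour at room temperature before luminescent ATP detection.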
FBPA coupling cs = coupling enzyme interference in Giardia aldolase counter-screen. coupling enzyme system counterscreen, AmpLite Red fluorescence. activity change, negative = inhibition, % at 58.2 µM, hits read low. 290,000 tested, 0.67% active; in the data active = activity change below about -30%
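Activity here indicates interference with the coupling reaction, not aldolase inhibition. Compounds at 57.5 uM final met coupling enzymes for 10 min at RT; substrate and AmpLite Red detection followed, with a 525/598 nm fluorescence read after 20 min.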
USP2a block = USP2a (human) protease inhibition; O75604; AID 463254; USP2 core, Ub-CHOP2 coupled fluorogenic reporter, 485/531; 330,000 tested, 0.01% active; Potency, µM (highest dose often 38.3 µM), for the others: at the top dose activity change, negative = inhibition, hits mostly inhibitors;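 note: potency is the fitted concentration of half-maximal effect; plate controls were DMSO wells for no effect and full inhibition by NEM control for full effect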
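Cell-free coupled assay: 10nM USP2 core preincubated 30min RT with compound in Tris-HCl pH 8.0/CaCl2/CHAPS buffer, then 25nM Ub-CHOP2 and 25nM reporter substrate; fluorescence (Ex 485/Em 531) read after 60min RT, normalized to NEM inhibition, concentration-response curves fitted.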
KCNH2 3.1 block = KCNH2 3.1 (human) potassium channel inhibition. U2OS KCNH2 3.1, thallium flux FluxOr; hits give low values. activity change, % (tested at about 1.8 µM). 340,000 tested, 0.95% active;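 active = maximum activity change below -70%; inconclusive = maximum activity change from -70% to -50%; inactive = maximum activity change above -50%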;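 note: thallium influx rate constant from kinetic fluorescence after stimulation buffer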
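Normalized rate constant (relative to positive and negative DMSO controls) derived from a 2 min kinetic fluorescence read after stimulation; U2OS cells expressing the 3.1 isoform via virus at 1.77 x 10^8 /mL.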
Giardia killer = kills Giardia lamblia. activity change, % at 7.66 µM, hits read low. 340,000 tested, 0.15% active. Giardia lamblia trophozoite viability; in the data active = activity change below about -80%; inconclusive = between about -30% and that limit;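 note: parasites exposed to compound for two days anaerobically before the ATP read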
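Luminescent ATP signal served as the viability read-out, measured 15-30 min after adding ATP detection reagent to trophozoites that had been incubated with compounds for 48 hrs at 37 deg C anaerobically at 100 cells/well.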
KCNH2 WT inh = blocks the wildtype human KCNH2 potassium channel | Q12809 | U2OS, BacMam KCNH2, thallium flux FluxOr; hits give low values | activity change, % at 1.84 µM | 340,000 tested, 0.37% active | AID 720551;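 active = maximum activity change below -70%; inconclusive = maximum activity change between -70% and -50%; inactive = maximum activity change above -50%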
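U2OS cells were transduced with wild-type KCNH2 virus (2.03 x 10^8 / mL) for 4 h at room temperature, then cultured overnight at 37 C. Thallium flux was read with FluxOr dye. Rate constants were normalized to DMSO controls.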
BCR signal inh = chronic active BCR signaling inhibition; ABC-DLBCL IkBa-CBG/CBR reporter, luminescence ratio, 4 h; Potency, µM (top dose mostly 46.1 µM), without a hit: at the top dose ratio change, negative = lower green/red ratio, usual class: inhibitors; 340,000 tested, 0.05% active; AID 493014; active = well fitted inhibition curve with a large enough effect in the signal ratio, with a control signal flat, not every such curve was filed as active; inconclusive = small, poorly fitted or top-dose-only effect, or effect the other way, or a change in a side signal; the % refers to the signal ratio;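 note: potency is the fitted concentration of half-maximal effect; plate controls were basal doxycycline-induced cells for no effect and cells given 10 µM MG132 for full effect; MG132 reads +100%, hits lower the ratio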
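Compounds up to 46 uM were incubated four hours with TMD8 cells whose green CBG68 luciferase is fused to IkappaBalpha; red CBR luminescence normalised the signal, and concentration-effect curves were fitted to fusion, red and ratio data.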
B2AR arrestin = beta2AR (human) beta-arrestin recruitment activity; P07550; beta-arrestin recruitment to beta2AR, cell-based reporter; Potency, µM (titrated, usually from 46.1 µM), without a hit: top-dose activation, most hits filed as activators; 330,000 tested, 0.02% active;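 note: potency is the fitted concentration of half-maximal effect; 0% = DMSO controls and full agonism = EC100 isoproterenol or metaproterenol; nearly all actives have a fitted effect of over 65% in size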
uPA generation = inhibitors of cell surface uPA generation | cell surface uPA generation assay, qHTS | 330,000 tested, 0.31% active | AID 540303 | Potency, µM (series often up to 38.3 µM), for the others: at the top dose activity change, negative = inhibition, most hits filed as inhibitors; active = well fitted inhibition curve with a large enough effect; inconclusive = small, poorly fitted or top-dose-only effect; inactive = no such curve, though single readings can be large or run the other way; tested in mouse RAW 264.7 cells; note: potency is the fitted concentration of half-maximal effect; nearly all actives have a fitted effect of over 55% in size
Eya2 inh = Eya2 (human) phosphatase inhibition | O00167 | recombinant Eya2, OMFP fluorescence dephosphorylation (OMFP is methylfluorescein phosphate) | Potency, µM (series often up to 76.9 µM), without a hit: at the highest dose activity, negative = inhibition, usual class: inhibitors | 330,000 tested, 0.006% active | AID 488837; note: potency is the fitted concentration of half-maximal effect
Target sequence (O00167 whole entry, looked up): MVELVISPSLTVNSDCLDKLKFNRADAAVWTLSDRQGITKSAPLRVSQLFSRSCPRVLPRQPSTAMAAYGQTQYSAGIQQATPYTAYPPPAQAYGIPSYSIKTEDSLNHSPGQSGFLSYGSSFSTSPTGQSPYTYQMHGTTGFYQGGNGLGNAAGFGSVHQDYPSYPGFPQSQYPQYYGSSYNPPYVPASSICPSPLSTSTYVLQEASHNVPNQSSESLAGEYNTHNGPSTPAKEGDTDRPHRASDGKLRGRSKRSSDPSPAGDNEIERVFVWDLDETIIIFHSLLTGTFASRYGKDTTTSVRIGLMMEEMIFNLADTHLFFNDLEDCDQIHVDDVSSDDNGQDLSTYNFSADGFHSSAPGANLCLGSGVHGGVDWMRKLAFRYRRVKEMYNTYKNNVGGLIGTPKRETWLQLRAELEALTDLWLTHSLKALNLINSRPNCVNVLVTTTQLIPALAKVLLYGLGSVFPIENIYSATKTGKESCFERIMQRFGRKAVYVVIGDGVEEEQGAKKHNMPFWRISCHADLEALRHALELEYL
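Eya2 (0.2 uM) preincubated 10 min at ambient with compound, then OMFP substrate added at 50 uM; 10 min reaction in 50 mM HEPES pH 7.5, 50 mM NaCl, 5 uM MgCl2, 0.05% BSA, 1 mM DTT. Fluorescence read at Ex 485/Em 525 nm.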
Starred values were filed as active, the others as inactive; ? = inconclusive; nt = not tested or not shown; [ ] = another dose, or the depositor's remark. Unless noted, calls come from the whole dose curve; as a rule, active = well fitted curve in the direction sought with a large enough effect; inconclusive = small, poorly fitted or top-dose-only effect, or another doubt; inactive = no such curve, though single readings can be large; an effect the other way counts as inactive or inconclusive. Unless noted, % is set by controls: 0 for no effect and ±100 for the full control effect. Random draw from the library; overall some 2.4% were active at least once.

Every second line gives: PKM2 act	GALK inhibitor	FBPA coupling cs	USP2a block	KCNH2 3.1 block	Giardia killer	KCNH2 WT inh	BCR signal inh	B2AR arrestin	uPA generation	Eya2 inh
1	Cc1nn(C)cc1CN(C)C(=O)CCc1nnc(CCC2CCCCC2)o1
  -2%	4%	4	-4%	0	33[activator]	-13	-2%	-0.1%	-7%	?
2	O=C(N/N=C/c1cccc([N+](=O)[O-])c1)C(=O)N1CCCCCC1
  0%	1%	nt	1%	2	-7	10	-5%	-0.2%	-5%	-4%
3	COc1ccc(C(=O)NCCCN2CCOCC2)cc1
  2%[11.5 µM]	-3%	0	3%	24	9	-7	-2%	9.1%	18%	19%
4	CCc1c(C)sc(NC(=O)CC#N)c1C#N
  1%	0%	-11	1%	-8	-6	5	?	0.1%	nt	4%
5	COc1ccc(S(=O)(=O)N2CCC(C(=O)NCc3ccncc3)CC2)cc1
  nt	-1%	nt	3%	8	-19	9	2%	0.4%	1%	10%
6	NC(=O)CCn1c2ccccc2c2ccccc21
  -5%	0%	-1	-6%	3	-2	4	-4%	0.0%	2%	0%
7	COc1cccc(C(=O)Nc2ncc3c(n2)CC(C)(C)CC3=O)c1
  3%	2%	0	-2%	3	12	1	?	0.0%	-11%	-10%
8	Cn1c(CC(=O)Nc2ccccc2Cl)nnc1SCC(=O)NC1CCCCC1
  -3%	-1%	-3	1%	-2	-6	3	-29%	0.0%	0%	-8%
9	CCCNC(=S)NCCN1CCCCC1
  1%	-2%	-2	4%	-7	7	-2	?	-0.8%	4%	-9%
10	O=C(NCCCNC(=O)c1ccccc1Br)c1ccccc1Br
  -6%	3%	1	-1%	-9	-30	-4	1%	-0.8%	9%	8%
11	Cc1ccc(Cl)c2sc(NC(=O)C3=COCCO3)nc12
  0%	-2%	nt	0%	-10	-14	-7	?	-0.8%	-1%	-17%
12	CCc1ccc(C(=O)CCC(=O)Nc2ccc(OC)c(S(=O)(=O)N3CCCCC3)c2)cc1
  nt	nt	nt	0%	12	-10	1	-1%	-0.1%	-6%	0%
13	COc1ccccc1-c1nnc(NC(=O)c2cccc(N3C(=O)CCC3=O)c2)o1
  -1%	-2%	-1	2%	15	-19	-3	?	-0.8%	-5%	-2%
14	Cc1cc(C)c2nc(NC(=O)c3ccc([N+](=O)[O-])o3)sc2c1
  -1%	3%	2	0%	-17	-90*	-6	?	-0.3%	-11%	-15%
15	COCCN1C(=O)N(c2cccc(OC)c2)C(=O)C1CC(=O)Nc1ccc(Cl)cc1 (stereo unspecified)
  0%	0%	-3	0%	1	-2	-16	?	-0.4%	4%	-29%
16	COc1ccc(CCNC(=O)CS(=O)(=O)Cc2nc(-c3ccccc3Cl)oc2C)cc1OC
  -19%	nt	4	1%	2	13	-13	?	-1.6%	8%	2%
17	Cc1[nH]c2ccccc2c1-c1csc(N)n1
  1%[11.5 µM]	6%	-7	0%	9	0	7	?	-0.6%	3%	0%
18	Cc1oc(-c2ccc(Cl)cc2)nc1CN1CCC(C(=O)N2CCN(Cc3ccccc3)CC2)CC1
  -3%	1%	2	0%	-37	10	-2	?	-0.6%	-30%	7%
19	O=C(COc1ccc(S(=O)(=O)Nc2ccc(Cl)cc2)cc1)N1CCOCC1
  -2%	0%	nt	1%	6	-22	-23	-7%	-0.3%	8%	-2%
20	Cc1cc(C)c(S(=O)(=O)N2CCN(C(=O)C3COc4ccccc4O3)CC2)c(C)c1 (stereo unspecified)
  nt	nt	nt	4%	22	8	-5	?	-0.1%	10%	1%
21	CCC(=O)N/C(=N\OCc1ccc(F)cc1)c1nonc1NC(=O)CC
  1%	-1%	0	-5%	9	4	-6	-1%	0.0%	4%	3%
22	CC(C)=CCN1CCN(Cc2cnc(-c3ccccc3)s2)CC1CCO (stereo unspecified)
  -1%	1%	2	0%	9	0	8	-2%	0.3%	-9%	-5%
23	CC(C)c1ccc(S(=O)(=O)N2CCN(C(C)C(=O)NC3CCCC3)CC2)cc1 (stereo unspecified)
  nt	nt	nt	-1%	8	19	-1	4%	-0.1%	-2%	8%
24	CN1CCc2c(sc3c2C(=O)NC(c2ccc(-c4cccc(Cl)c4)o2)N3)C1 (stereo unspecified)
  -7%	1%	-12	11%	-4	-28	-13	?	-0.4%	3%	2%
25	COc1ccc(NC(=O)CN(C)C(=O)c2cn(-c3ccccc3)nc2-c2ccc(Cl)cc2)cc1
  nt	nt	nt	-10%	-6	10	2	-3%	0.4%	-5%	6%
26	Cc1ccc(NC(=O)COC(=O)CCNS(=O)(=O)c2c(Cl)cccc2Cl)cc1
  nt	nt	nt	0%	-5	-7	2	-1%	-0.4%	-4%	1%
27	CCCS(=O)(=O)N1CCC(C(=O)N2CCN(C(=O)OCC)CC2)CC1
  -2%	-3%	1	1%	5	-6	-2	9%	-0.6%	-3%	14%
28	CCOC(=O)C1CCN(C2CCN(Cc3nc(-c4ccccc4)no3)CC2)CC1
  0%	3%	0	2%	-4	8	-2	-2%	-0.9%	-2%	?
29	COc1ccc2oc(C(=O)Nc3nccs3)c(C)c2c1
  nt	nt	nt	0%	1	?	2	?	-0.4%	-7%	-27%
30	O=S(=O)(c1ccccc1)N1CCN(Cc2ccccc2C(F)(F)F)CC1
  1%	0%	-1	-2%	4	-9	8	2%	-1.0%	7%	-9%

Later entries.
Every second line gives: PKM2 act	GALK inhibitor	FBPA coupling cs	USP2a block	KCNH2 3.1 block	Giardia killer	KCNH2 WT inh	BCR signal inh	B2AR arrestin	uPA generation	Eya2 inh
31	Cc1cc(C)n(-c2nc3c(c(=O)[nH]c(=O)n3C)n2CC(O)c2ccccc2)n1 (stereo unspecified)
  -4%	0%	-1	2%	-6	14	0	2%	0.1%	-5%	-7%
32	CCSc1nc(O)c(C2OC(=O)c3c2ccc(OC)c3OC)c(=O)n1CC (stereo unspecified)
  -1%	4%	0	-1%	-11	3	-2	-10%	-0.7%	-13%	6%
33	CCOc1ccc(N2CC(C(=O)NCc3ccc(C)n3C)CC2=O)cc1 (stereo unspecified)
  4%	6%	-3	-6%	0	-5	-21	2%	-2.0%	11%	-13%
34	Cc1ccc(C(C(=O)Nc2ccc(C(C)C)cc2)N(C)C(=O)c2ccc(=O)[nH]c2)cc1 (stereo unspecified)
  -4%	6%	1	3%	-33	25	-8	-10%	0.0%	5%	-4%
35	O=S(=O)(Nc1ccc2cn[nH]c2c1)c1ccc(C(F)(F)F)cc1
  nt	nt	nt	1%	-12	-23	1	4%	-0.1%	-17%	-6%
36	O=C(CCc1nnc(Cc2ccc3c(c2)OCO3)o1)NCc1nc2ccccc2s1
  -3%	8%	-5	-1%	14	-23	2	?	0.1%	9%	-1%
37	CC(=O)Nc1nnc(SCc2ccccc2F)s1
  9%	-1%	5	-2%	24	-1	-7	?	-1.9%	1%	9%
38	Cc1ccc2cc(/C=C/C(=O)c3ccco3)c(Cl)nc2c1
  -2%	-2%	-3	0%	6	-13	2	0%	0.0%	2%	0%
39	COc1ccc(N2C(=O)CC3(CCCC3)CC2=O)cc1
  -1%	1%	0	2%	7	4	-4	1%	-0.5%	-1%	2%
40	COc1ccc(CN2CCn3nc(C(=O)NC(C)C)cc3C2=O)cc1
  0%	-3%	2	-1%	-6	-10	-6	-6%	-0.9%	nt	-7%
41	CCn1c(SCC(=O)NC2CCCCC2)nnc1-c1cccs1
  0%	-2%	0	0%	8	-17	-9	8%	0.0%	nt	2%
42	CC(C)(O)C(=O)NN(Cc1ccccc1)c1ccccc1
  -6%	nt	3	5%	5	4	-1	-1%	-2.0%	3%	3%
43	COc1ccc(CN2CCN(C(=O)CCC(=O)c3ccc(C)s3)CC2)cc1OC
  nt	nt	nt	2%	-17	8	-10	0%	-0.1%	1%	14%
44	Cc1onc(-c2ccccc2)c1CNC(=O)CN1C(=O)c2ccccc2C1=O
  0%	nt	3	3%	-11	17	-1	?	-0.3%	-13%	20%
45	Cc1nc(NCc2ccccc2)c2cc[nH]c2n1
  0%	3%	0	0%	6	-6	-5	?	0.4%	-14%	-27%
46	O=C(NN1CCOCC1)c1ccc(Cl)s1
  2%	2%	5	1%	-8	4	5	13%	-0.3%	-2%	2%
47	COc1cc(C(C(=O)NC2CCCCC2)N(C(=O)c2snc(C(N)=O)c2N)c2ccc(C)cc2)ccc1O (stereo unspecified)
  5%	18%	-1	3%	-2	-1	4	?	0.1%	nt	12%
48	Cc1occc1-c1nnc(SCC(=O)Nc2ccccc2)n1CCc1ccccc1
  -1%	0%	3	-8%	nt	-3	4	17%	-0.3%	6%	3%
49	COc1ccc(C(c2nnnn2Cc2ccccc2)N2CCN(c3ccccc3)CC2)cc1 (stereo unspecified)
  -5%	0%	1	2%	-11	7	13	14%	0.0%	-3%	-19%
50	CC(C)N1C(=O)c2ccccc2C1C(=O)NC1CCCCCC1 (stereo unspecified)
  -7%	-1%	9	1%	-1	36[activator]	-6	1%	0.1%	nt	4%
